FLuc inh counter: firefly luciferase enzyme inhibitors, primary screen, artefact control for luciferase-based inhibitor screens, biochemical, luminescence, ATPLite. inhibition, % at 10 µM. AID 1006, 2008. 10 min. Luciferin 4-monooxygenase (Photinus pyralis), P08659. 200,000 compounds, 1.5% hits;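 active = inhibition above about 50% when tested at 10 µM, limit read from the data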
Target sequence (P08659 whole entry, looked up): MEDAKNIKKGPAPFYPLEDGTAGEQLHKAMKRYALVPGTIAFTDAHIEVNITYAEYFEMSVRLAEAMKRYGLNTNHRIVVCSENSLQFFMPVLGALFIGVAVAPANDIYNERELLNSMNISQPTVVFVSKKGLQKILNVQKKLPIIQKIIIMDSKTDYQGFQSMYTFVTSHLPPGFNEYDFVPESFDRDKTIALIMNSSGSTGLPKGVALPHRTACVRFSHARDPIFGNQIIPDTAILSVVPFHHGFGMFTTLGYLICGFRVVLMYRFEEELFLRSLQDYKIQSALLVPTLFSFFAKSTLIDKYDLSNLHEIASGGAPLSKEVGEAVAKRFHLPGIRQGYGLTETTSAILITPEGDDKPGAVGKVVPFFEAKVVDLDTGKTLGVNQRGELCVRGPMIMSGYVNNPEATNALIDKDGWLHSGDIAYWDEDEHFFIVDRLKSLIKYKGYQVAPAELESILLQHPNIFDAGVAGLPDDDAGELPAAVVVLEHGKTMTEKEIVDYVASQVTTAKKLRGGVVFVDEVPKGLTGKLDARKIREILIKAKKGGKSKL
STAT1 act: STAT1 signaling activators, primary screen, cell-based, HTS, luciferase reporter; NIH 3T3 STAT1-luciferase reporter, IFN-gamma, luminescence; 100% = IFN-gamma alone, no compound; 200,000 compounds, 2.6% hits; activation (% of control), % at 5.5 µM;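 active = activation above the screen-wide mean activation plus 3 SD, cut at about 130% in these data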;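 also: raw ratio to IFN-gamma control signal so 100% means no change and 0% no light; values of inactives mirror those of a sister screen read the other way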
Hsp70 act: Hsp70 transcriptional activators, primary screen, cell-based, HeLa, Hsp70 promoter luciferase, luminescence, 10 µM. HeLa Hsp70 promoter luciferase reporter; scaled: vehicle 0, proteasome-inhibitor control 100%. activation, % at 10 µM. 200,000 compounds, 0.04% hits;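 active = activation above the mean across all tested compounds plus 3 SD, cutoff set per campaign, cut at about 5.5% in these data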;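 also: 100% = MG132 at 30 µM as the positive control and 0% = DMSO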
APP 5'UTR act: activators of APP 5'UTR luciferase reporter, primary screen, SH-SY5Y cells; activation, % at 2 µM; SH-SY5Y APP 5'UTR luciferase reporter, luminescence; zero percent = DMSO vehicle wells; 190,000 compounds, 1% hits;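 active = activation above a set limit, based on mean plus 3 SD of controls, cut at about 140% in these data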; also: values of inactives mirror those of a sister screen read the other way
STAT3 blocker: IL-6 driven STAT3 reporter inhibitors, primary screen, U3A cells, luciferase, luminescence, MLSCN library | IL-6 STAT3-luciferase reporter; host cell line lacks STAT1 | inhibition, % at 5.5 µM | 190,000 compounds, 0.89% hits | AID 862, 2007;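 active = inhibition above the mean inhibition across all screened compounds plus 3 SD, cut at about 44% in these data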;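 also: 0% = DMSO only wells and 100% = 100 µM nifuroxazide control wells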
STAT3 activator: IL-6 driven STAT3 reporter potentiators, primary screen, U3A cells, luciferase, luminescence, MLSCN library. IL-6 STAT3-luciferase reporter; 100% = signal with IL-6 EC80 alone. activation (% of control), % at 5.6 µM. 190,000 compounds, 0.91% hits;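 active = activation above the screen-wide mean of compound activation plus 3 SD, cut at about 130% in these data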;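 also: 0% = background luminescence of wells with medium and substrate only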
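Material: human U3A cells carrying STAT3-luciferase construct. Measured by: reporter luminescence signal. Timing: compound 1 h, then IL-6 6 h at 37 °C.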
RAM inhibit: inhibitors of the yeast RAM network, primary screen, dse1pr::URA3 reporter, 5-FOA selection; AID 868, 2007; S. cerevisiae dse1pr::URA3 reporter, 5-FOA growth OD615, 2 d; analog-sensitive cbk1-as2 kinase mutant strain; 190,000 compounds, 1.8% hits; inhibition, % at 50 µM;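 active = inhibition above a set limit, 3 SD over mean compound inhibition, cut at about 8.4% in these data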;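 also: 0% = DMSO-only wells with no growth and 100% = 10 µM 1-NA-PP1 full growth; inhibition rescues growth on 5-FOA so higher OD means more RAM inhibition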
STAT1 blocker: STAT1 signaling inhibitors, primary screen, cell-based, HTS, luciferase reporter. NIH 3T3 STAT1-luciferase reporter, IFN-gamma, luminescence. inhibition, % at 5.5 µM. 200,000 compounds, 0.35% hits. AID 920, 2007;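 active = inhibition above a set limit, the mean inhibition across all tested compounds plus 3 SD, cut at about 34% in these data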;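 also: 0% = IFN-gamma with DMSO and 100% = IFN-gamma with 300 µM nifuroxazide; values of inactives mirror those of a sister screen read the other way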
APP 5UTR inh: inhibitors of APP translation via 5'UTR reporter, primary screen, APP 5'UTR luciferase, SH-SY5Y cells | SH-SY5Y APP 5'UTR-luciferase reporter, luminescence | 190,000 compounds, 0.82% hits | inhibition, % at 2 µM;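 active = inhibition above a set limit, derived from the sample mean plus 3 SD, cut at about 45% in these data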; also: values of inactives mirror those of a sister screen read the other way
NF-kB neuron act: activators of NF-kB expression in neurons, primary screen, cell-based, HTS. human neuronal cells, NF-kB reporter expression; active compounds read high. fold change at 12.5 µM. 190,000 compounds, 1.6% hits. AID 1239, 2008; in the data active = fold change above about 3.3
An asterisk follows results filed as active; / = not tested or not shown.

SMILES | FLuc inh counter | STAT1 act | Hsp70 act | APP 5'UTR act | STAT3 blocker | STAT3 activator | RAM inhibit | STAT1 blocker | APP 5UTR inh | NF-kB neuron act
c1ccc(C2=NN(c3ccccc3)C(c3ccco3)C2)cc1 (stereo not drawn) | 5.3 | 103.6 | -0.3 | -16.6 | 8.7 | 94.6 | 2.5 | -5.9 | 16.6 | 1.6
O=C(Cc1cccs1)Nc1cccc([N+](=O)[O-])c1 | -0.8 | 97.1 | 0.0 | -0.3 | 2.8 | 103.5 | 1.5 | 1.7 | 0.3 | 1.24
CCc1ccccc1NC(=O)Nc1cccn(Cc2ccccc2F)c1=O | -4.1 | 88.5 | -0.2 | 7.1 | 14.2 | 93.6 | 1.6 | 10.4 | -7.1 | 0.88
O=C(COc1ncnc2sccc12)Nc1ccc2c(c1)OCCO2 | -6.8 | 102.5 | -0.4 | 6.6 | 12.9 | 97.3 | 2.4 | -2.7 | -6.6 | 1.21
CCOC(=O)c1c(-c2ccccc2Cl)csc1NC(=O)CSc1nc(C)cc(=O)[nH]1 | -4.0 | 101.8 | -0.2 | 20.6 | 4.4 | 99.6 | 4.2 | -2.0 | -20.6 | 1.04
COc1ccc(CN2CCCC(C(=O)N(C)Cc3ccccc3)C2)cc1OC (stereo not drawn) | -7.5 | 97.9 | 0.1 | 1.5 | 8.9 | 97.4 | 1.1 | 2.3 | -1.5 | 1.1
Cc1nnc(SCC(N)=O)n1CCc1ccccc1 | -5.2 | 106.8 | 0.0 | 10.4 | 4.6 | 98.5 | 0.6 | -7.4 | -10.4 | 0.96
O=C(CSc1nnnn1C1CCCCC1)Nc1cccc(NC(=O)c2ccco2)c1 | -3.9 | 98.4 | 2.2 | -3.5 | 0.5 | 103.2 | 0.2 | 3.1 | 3.5 | 0.73
CCn1c(SCC(=O)c2[nH]c(C)c(C(C)=O)c2C)nnc1-c1cccs1 | -6.7 | 86.0 | -0.3 | 10.4 | 30.0 | 78.1 | 1.6 | 15.3 | -10.4 | 0.66
COc1ccccc1CNC(=O)c1cccc(-c2ccc(C)c3ccccc23)n1 | -8.3 | 88.8 | -0.3 | 11.7 | -17.8 | 112.5 | 6.8 | 12.3 | -11.7 | 0.68
CCOc1ccc(-n2c(=S)sc3c(=O)[nH]c(SCC(=O)NC(C)CC)nc32)cc1 (stereo not drawn) | 1.5 | 100.0 | -0.2 | 0.0 | -1.6 | 98.8 | 2.9 | 0.0 | 0.0 | 0.92
O=C(O)/C=C\C(=O)Nc1ccccc1C(=O)NCc1ccccc1 | -4.0 | 101.9 | 0.0 | 9.0 | 6.7 | 97.5 | 0.1 | -2.1 | -9.0 | 1.43
O=C(c1ccc(CSc2ccc(Cl)cc2)cc1)N1CCCC1 | -1.3 | 98.7 | -0.2 | 35.0 | -5.0 | 108.2 | -1.1 | -1.9 | -35.0 | 1.12
O=c1[nH]c(=O)n(Cc2ccccc2)c2c1CCC2 | -1.8 | 102.2 | -0.2 | 3.0 | 6.5 | 103.0 | 0.3 | -2.4 | -3.0 | 1.18
COC(=O)c1ccc(OCC(O)CN(CCO)CCO)cc1 (stereo not drawn) | -3.5 | 106.5 | -0.2 | -1.2 | 6.5 | 97.9 | 1.3 | -7.1 | 1.2 | 1.51
Cc1nn(C)cc1CNC(=O)Nc1ccc(Cl)cc1 | 2.5 | 110.1 | 0.2 | 7.8 | -0.6 | 103.6 | 2.3 | -10.9 | -7.8 | 1.6
CCN(CC)C(=O)Cn1c(=O)n(-c2ccccc2)c(=O)c2c3c(sc21)CCC3 | -7.1 | 96.0 | -0.3 | / | 2.8 | 97.8 | 7.2 | -1.9 | / | 1.02
O=C1S/C(=C\c2ccc(O)c([N+](=O)[O-])c2)C(=O)N1c1ccccc1Cl | 1.4 | 89.7 | -0.2 | 7.6 | 10.2 | 95.8 | 2.5 | 10.7 | -7.6 | 0.86
NC(=O)c1ccsc1NC(=O)c1ccc(S(=O)(=O)N2CCCc3ccccc32)cc1 | -6.7 | 106.7 | -0.3 | 14.5 | -1.6 | 101.3 | 3.2 | -7.4 | -14.5 | 0.63
Cn1cnnc1SCC(=O)NC1CCCc2ccccc21 (stereo not drawn) | -6.6 | 100.2 | 0.0 | -8.9 | 6.3 | 96.6 | 0.1 | -1.9 | 8.9 | 1.08
Cc1cc(C)c(NC(=S)NC(=O)c2c(Cl)c(C)nn2C)c([N+](=O)[O-])c1 | -10.1 | 102.4 | -0.4 | -17.9 | 1.3 | 101.2 | 4.9 | -2.7 | 17.9 | 1.33
CCn1c(CCNC(=O)c2ccc(F)cc2)nc2ccccc21 | -1.0 | 106.2 | 0.1 | -9.3 | 20.6 | 89.6 | 3.0 | -6.9 | 9.3 | 0.89
COc1ccc(OC)c(C2C(C(=O)c3cc4ccccc4o3)=C(O)C(=O)N2c2cc(C)on2)c1 (stereo not drawn) | -0.6 | 102.4 | -0.2 | -0.3 | -7.7 | 115.6 | 4.4 | -2.7 | 0.3 | 1.31
O=C(OCn1cncn1)c1ccc(Cl)cc1Cl | 0.0 | 104.3 | -0.2 | -7.0 | -2.5 | 105.8 | 0.2 | -4.7 | 7.0 | 1.18
CCCCNC(=S)Nc1cc([N+](=O)[O-])ccc1C | -7.4 | 89.3 | -0.3 | 11.9 | 10.4 | 89.8 | 2.6 | 12.0 | -11.9 | 1.05

(cont.)
SMILES | FLuc inh counter | STAT1 act | Hsp70 act | APP 5'UTR act | STAT3 blocker | STAT3 activator | RAM inhibit | STAT1 blocker | APP 5UTR inh | NF-kB neuron act
CCCc1ccc(-c2c(C)sc(NC(=O)c3ccnn3C)c2C#N)cc1 | -4.4 | 89.9 | 0.3 | -26.7 | 15.7 | 85.9 | 7.0 | 11.0 | 26.7 | 0.64
CCN1CCN(C(=O)Nc2cccc(C(F)(F)F)c2)CC1 | 0.4 | 94.1 | -0.1 | 12.4 | -1.1 | 103.6 | 3.0 | 3.2 | -12.4 | 1.13
COc1ccc(CCNS(=O)(=O)c2cccs2)cc1 | -5.0 | 105.4 | -0.3 | 13.6 | 2.2 | 100.5 | 0.7 | -5.9 | -13.6 | 1.24
COC(=O)c1ccc(Sc2nnnn2-c2ccccc2)c([N+](=O)[O-])c1 | -1.1 | 93.3 | -0.2 | 2.0 | 3.0 | 104.0 | 2.0 | 7.5 | -2.0 | 3.96*
CCOC(=O)N1CCN(C(=O)CSCC(=O)Nc2nc(-c3ccc4c(c3)OCO4)cs2)CC1 | -3.9 | 102.2 | 0.1 | 22.5 | 1.6 | 102.4 | 1.6 | -2.4 | -22.5 | 1.53
CC1=CC(=C(C#N)c2nc3ccccc3s2)C=C(C)N1c1ccc(F)cc1 | 8.8 | 104.1 | -0.1 | 30.2 | -0.6 | 96.9 | 3.3 | -4.5 | -30.2 | 0.71
CC(=O)NC(Cc1ccccc1C)C(=O)NC1CCN(c2ncccc2[N+](=O)[O-])CC1 (stereo not drawn) | 1.4 | 100.9 | -0.3 | 10.3 | -2.6 | 100.9 | 4.6 | -1.0 | -10.3 | 0.96
CCNc1nc(Oc2ccc(OC)cc2)cc(C(F)(F)F)n1 | -9.5 | 95.2 | -0.2 | 1.7 | -12.9 | 115.0 | -0.2 | 2.1 | -1.7 | 1.08
CC12CCC(C(=O)N3CCC(Cc4ccccc4)CC3)(C(=O)C1=O)C2(C)C (stereo not drawn) | -6.4 | 90.3 | 0.6 | -15.9 | -5.3 | 113.8 | 1.1 | 10.7 | 15.9 | 1.04
O=C(NNC1CC(=O)N(c2cccc(Cl)c2)C1=O)c1cccnc1 (stereo not drawn) | -0.7 | 110.9 | -0.2 | -20.9 | -3.2 | 102.8 | 1.0 | -12.5 | 20.9 | 1.06
CCSc1nc(-c2ccccc2)nc2c1CCCC2 | -2.7 | 97.1 | 0.6 | 17.3 | 7.9 | 99.0 | 0.1 | 1.7 | -17.3 | 1.09
Cc1c(-c2ccccc2)[n+](=O)c2c(n1[O-])CCCCC2 | -4.3 | 103.2 | -0.3 | -20.5 | -7.0 | 103.5 | 0.5 | -3.5 | 20.5 | 0.98
S=C(N/N=C/c1ccccc1Cl)Nc1ccccc1 | 5.7 | 101.4 | 0.4 | 48.6 | -15.3 | 122.3 | 3.3 | -1.6 | -48.6 | 1.6
Cc1ccccc1N1CCN(CCCOc2ccc3c(C)cc(=O)oc3c2)CC1 | -3.8 | 103.8 | -0.2 | -16.0 | 10.2 | 94.0 | 0.5 | -4.2 | 16.0 | 0.8
CC1(C)Cc2ccccc2C(NNC(=O)c2ccccn2)=N1 | 2.3 | 94.2 | -0.2 | 2.6 | 17.4 | 91.1 | 1.5 | 6.3 | -2.6 | 1.25
COc1ccc(-c2cc(C(=O)Nc3nc4c(C)cccc4s3)c3ccccc3n2)cc1OC | 1.0 | 92.1 | 0.0 | -0.2 | -41.8 | 133.6* | 8.6* | 8.6 | 0.2 | 0.91
CC(C)N(C(=O)COC(=O)c1ccccc1C(=O)N1CCN(c2ccc(F)cc2)CC1)C(C)C | -3.7 | 110.3 | -0.1 | 5.5 | 0.7 | 108.1 | 0.5 | -11.3 | -5.5 | 1.28
COc1cccc2sc(NNC(=O)COc3ccccc3)nc12 | -3.2 | 102.3 | 0.1 | 11.9 | 7.2 | 99.8 | 3.3 | -3.5 | -11.9 | 1.08
CC(C)n1c(=O)c2c(O)cc(=O)oc2c2ccccc21 | -6.4 | 95.7 | -0.1 | 13.6 | -34.7 | 128.5 | 2.2 | 4.9 | -13.6 | 0.99
CCOC(=O)C1(S(=O)(=O)c2ccc(Cl)cc2)CCN(Cc2ccccc2)CC1 | 2.0 | 100.6 | 0.0 | -0.5 | 17.3 | 94.7 | 0.1 | -0.7 | 0.5 | 0.83
COCCNC(=O)Nc1ccc2c(c1)N(C)C(=O)CS2 | 0.4 | 100.0 | -0.1 | -17.2 | 6.7 | 100.7 | 2.4 | -0.1 | 17.2 | 1.48
CC1(C)CC(=O)C2=C(C1)N=C1SCCC(=O)N1C2c1ccccc1 (stereo not drawn) | 0.6 | 98.2 | 0.1 | -6.3 | 7.1 | 99.2 | 2.4 | 2.0 | 6.3 | 2.21

For convenience, three of the compounds above.
SMILES | FLuc inh counter | STAT1 act | Hsp70 act | APP 5'UTR act | STAT3 blocker | STAT3 activator | RAM inhibit | STAT1 blocker | APP 5UTR inh | NF-kB neuron act
COc1ccc(-c2cc(C(=O)Nc3nc4c(C)cccc4s3)c3ccccc3n2)cc1OC | 1.0 | 92.1 | 0.0 | -0.2 | -41.8 | 133.6* | 8.6* | 8.6 | 0.2 | 0.91
CC(C)N(C(=O)COC(=O)c1ccccc1C(=O)N1CCN(c2ccc(F)cc2)CC1)C(C)C | -3.7 | 110.3 | -0.1 | 5.5 | 0.7 | 108.1 | 0.5 | -11.3 | -5.5 | 1.28
COc1cccc2sc(NNC(=O)COc3ccccc3)nc12 | -3.2 | 102.3 | 0.1 | 11.9 | 7.2 | 99.8 | 3.3 | -3.5 | -11.9 | 1.08
